Assay outcomes (PubChem)
Rab7 wt modul: alters GTP binding to wildtype dog Rab7; GST-Rab7 beads, fluorescent GTP binding, flow cytometry; actives lie on both sides; untreated = 100%, excess cold GTP = 0%; GTP binding activity (percent of control), % at 10 µM; actives 0.055% (n = 190,000); AID 758;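 active = fluorescent GTP binding to Rab7 beads changed by at least 20 points from the 100% baseline, either direction, mostly lower; inconclusive = compound itself probably fluorescent, or too few beads counted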;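 also: median green fluorescence of bound Bodipy-FL-GTP per Rab7 bead population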
Bcl-2 Bim block: human Bim-Bcl-2 interaction inhibition. inhibition, % at 10 µM. actives 0.06% (n = 190,000). P10415. Bead-based flow cytometry, Bim peptide-Bcl-2 binding; in the data active = inhibition above about 40%; inconclusive = no clear call, values can overlap the other calls;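 also: 0% = no compound wells with probe peptide and 100% = reference peptide inhibitor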
Target sequence (P10415 whole entry, looked up): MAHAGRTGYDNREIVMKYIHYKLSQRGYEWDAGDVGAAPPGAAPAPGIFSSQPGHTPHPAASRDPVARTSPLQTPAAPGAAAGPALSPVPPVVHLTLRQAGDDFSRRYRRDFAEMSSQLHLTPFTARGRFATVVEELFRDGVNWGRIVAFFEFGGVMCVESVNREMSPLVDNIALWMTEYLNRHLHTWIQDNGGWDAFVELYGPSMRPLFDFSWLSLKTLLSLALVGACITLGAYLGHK
Rac1 wt GTP bind: alters GTP binding to wildtype human Rac1; P63000; actives 0.27% (n = 190,000); GTP binding activity (% of control), % at 10 µM; GST-Rac1 beads, fluorescent GTP binding, flow cytometry; actives lie on both sides; 0 = cold GTP competed, 100 = untreated;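 active = GTP binding activity at least 20 points away from the 100% control level, either lower or higher; inconclusive = compound flagged as likely green fluorescent, judged across all proteins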
Bim-Bcl-B: disrupts Bim peptide binding to human Bcl-B; bead-based flow cytometry; actives 0.073% (n = 190,000); Q9HD36; inhibition, % at 10 µM;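 also: 0% = tracer peptide without compound and 100% = reference inhibitor peptide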
Target sequence (Q9HD36 whole entry, looked up): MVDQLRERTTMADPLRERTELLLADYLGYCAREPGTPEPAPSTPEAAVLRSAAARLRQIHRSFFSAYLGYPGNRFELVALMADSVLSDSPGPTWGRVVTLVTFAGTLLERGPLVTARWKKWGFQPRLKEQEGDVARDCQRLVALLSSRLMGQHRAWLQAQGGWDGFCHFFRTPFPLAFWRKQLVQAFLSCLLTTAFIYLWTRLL
Bim-Bfl-1: inhibitors of Bim-Bfl-1 interaction, human | Q16548 | inhibition, % at 10 µM | Bead-based flow cytometry, Bim-Bfl-1 binding inhibition | actives 0.12% (n = 190,000) | AID 1008;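 also: 0% = wells without compound plus tracer and 100% = blocker peptide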
Cdc42 wt GTP: human Cdc42 wildtype GTP binding change, either direction; percent activity (GTP binding), % at 10 µM; GST-Cdc42 beads, Bodipy-GTP binding, flow cytometry; actives lie on both sides; actives 0.2% (n = 190,000);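 active = percent activity GTP binding at least 20 points away from the 100% baseline, either down as inhibitor or up as activator; inconclusive = compound flagged as likely green fluorescent from well-wide comparison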;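 also: median bead fluorescence of bound Bodipy-FL-GTP at 100 nM; 0% = excess unlabeled GTP control and 100% = no compound control; below 100% means less GTP binding so inhibitor and above means activator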
Target sequence (P60953 whole entry, looked up): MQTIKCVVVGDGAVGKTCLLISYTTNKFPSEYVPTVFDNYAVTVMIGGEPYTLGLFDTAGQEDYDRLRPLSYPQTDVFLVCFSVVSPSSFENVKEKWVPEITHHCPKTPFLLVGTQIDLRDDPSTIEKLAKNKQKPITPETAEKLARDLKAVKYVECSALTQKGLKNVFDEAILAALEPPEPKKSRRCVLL
Rab2A wt mod: changes GTP binding to wildtype dog Rab2A, up or down | actives 0.19% (n = 190,000) | GST-Rab2 wt beads, Bodipy-GTP binding, flow cytometry | GTP binding activity, % at 10 µM | P61105;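 active = GTP binding activity at least 20 points away from 100%, either lowered or raised; inconclusive = signal likely due to the compound's own green fluorescence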;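 also: 0% = beads with excess unlabeled GTP and 100% = no-compound control corrected for plate trend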
HRas wt GTP: modulators of GTP binding to human HRas wildtype. P01112. GST-Ras wt beads, Bodipy-FL-GTP binding, flow cytometry; actives lie on both sides. GTP binding activity, % at 10 µM. actives 0.14% (n = 190,000). AID 759;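 active = GTP binding activity at least 20% away from the 100% baseline, either lowered as inhibitor or raised as activator; inconclusive = flagged as likely green fluorescent, judged across all proteins in the well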;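 also: 0% = unlabeled GTP competition control and 100% = no-compound control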
Target sequence (P01112 whole entry, looked up): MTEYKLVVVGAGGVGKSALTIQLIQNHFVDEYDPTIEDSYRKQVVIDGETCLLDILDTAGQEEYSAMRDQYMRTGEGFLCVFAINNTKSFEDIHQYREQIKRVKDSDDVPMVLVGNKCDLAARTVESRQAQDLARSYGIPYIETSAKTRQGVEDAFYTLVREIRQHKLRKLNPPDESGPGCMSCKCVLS
Bcl-W Bim block: human Bim-Bcl-W interaction inhibition. actives 0.02% (n = 190,000). bead-based flow cytometry, Bim peptide-Bcl-W binding. AID 952. Q92843. inhibition, % at 10 µM;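 also: 0% = bound tracer without compound and 100% = peptide blocker; higher means less fluorescent Bim peptide bound to Bcl-W beads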
Target sequence (Q92843 whole entry, looked up): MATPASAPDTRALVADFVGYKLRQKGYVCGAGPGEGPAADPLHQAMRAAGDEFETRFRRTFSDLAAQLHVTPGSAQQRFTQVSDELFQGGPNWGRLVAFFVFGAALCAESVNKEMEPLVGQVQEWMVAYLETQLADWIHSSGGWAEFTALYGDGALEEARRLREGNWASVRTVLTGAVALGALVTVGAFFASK
Bim-Bcl-XL: human Bim-Bcl-XL interaction inhibition. Q07817. Bim peptide-Bcl-XL binding, bead flow cytometry, fluorescence. inhibition, % at 10 µM. actives 0.04% (n = 190,000). AID 1007
Rac1 act GTP bind: alters GTP binding to activated mutant human Rac1; P63000; GST-Rac1 activated beads, fluorescent GTP binding, flow cytometry; actives lie on both sides; 100% means binding = to untreated wells; percent activity (GTP binding), % at 10 µM; actives 0.11% (n = 190,000); AID 764;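 active = GTP binding at least 20 percentage points away from the 100% baseline, in either direction, so actives lie on both sides; inconclusive = Compound likely fluorescent itself, or too few beads counted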
Starred values were filed as active, the others as inactive; u = inconclusive. Rule as the data show it, unless noted: active = inhibition above about 40%.

SMILES	Rab7 wt modul	Bcl-2 Bim block	Rac1 wt GTP bind	Bim-Bcl-B	Bim-Bfl-1	Cdc42 wt GTP	Rab2A wt mod	HRas wt GTP	Bcl-W Bim block	Bim-Bcl-XL	Rac1 act GTP bind
CC1(C)CNC(=O)c2sc(NC(=O)c3ccccc3)nc2C1	110	-5	99	-3	-6	98	100	100	0	-4	97
COc1ccc(C2=NN(C(C#N)c3ccc(OC)cc3)C(c3ccccc3)C2)cc1 (stereo not given)	101	0	105	-5	0	102	101	102	-2	-5	100
O=C1C(=Cc2ccc(Br)o2)C(=O)c2ccccc21	90	11	90	14	-3	87	84	88	3	1	89
CCN(CC)c1ccc(C=Nc2ccccc2)c(O)c1	98	1	109	0	0	100	98	101	-1	-2	99
CCC(CC)C(=O)Nc1cccc(C(=O)N2CCCC2)c1	94	-4	96	-3	-5	98	96	98	0	0	97
Cc1occc1C(=O)Nc1ccccc1C(=O)O	99	1	97	-2	-3	97	96	97	1	-1	96
Cc1c(C(=O)O)oc2c1C(=O)CC(C)(C)C2	100	-3	101	-9	-7	96	98	100	-3	0	96
Cc1ccc2nsnc2c1S(=O)(=O)N(CCO)Cc1cc2cc3c(cc2[nH]c1=O)OCCO3	103	-4	106	-10	-5	104	104	104	-2	-5	101
CCOc1ccc(N(CC(=O)Nc2ccccc2C(=O)NCc2ccco2)S(C)(=O)=O)cc1	91	-8	88	-10	-9	86	90	88	-3	-6	88
Cc1ccc(-n2c(C)cc(C(=S)N3CCOCC3)c2C)cc1C	96	-2	97	-5	5	97	97	97	1	1	95
O=S(=O)(Nc1ccccc1F)c1ccc2nsnc2c1	99	-3	100	-2	0	98	97	99	-1	-4	96
CCN(CC)C1=CC(=[N+]2CCCC2)CC(C)(C)C1	98	-2	105	-11	-3	99	99	100	1	-1	98

Laid out differently: results already given.
SMILES | Rab7 wt modul | Bcl-2 Bim block | Rac1 wt GTP bind | Bim-Bcl-B | Bim-Bfl-1 | Cdc42 wt GTP | Rab2A wt mod | HRas wt GTP | Bcl-W Bim block | Bim-Bcl-XL | Rac1 act GTP bind
Cc1ccc2nsnc2c1S(=O)(=O)N(CCO)Cc1cc2cc3c(cc2[nH]c1=O)OCCO3 | 103 | -4 | 106 | -10 | -5 | 104 | 104 | 104 | -2 | -5 | 101
CCC(CC)C(=O)Nc1cccc(C(=O)N2CCCC2)c1 | 94 | -4 | 96 | -3 | -5 | 98 | 96 | 98 | 0 | 0 | 97

Following part:
SMILES	Rab7 wt modul	Bcl-2 Bim block	Rac1 wt GTP bind	Bim-Bcl-B	Bim-Bfl-1	Cdc42 wt GTP	Rab2A wt mod	HRas wt GTP	Bcl-W Bim block	Bim-Bcl-XL	Rac1 act GTP bind
C[N+]1(CC#CC(O)(c2ccccc2)c2ccccc2)CCCC1	100	-4	106	-8	-1	106	101	103	-2	-6	100
CC/C(=N\NC(=O)c1ccc(-c2ccccc2)cc1)C12CC3CC(CC(C3)C1)C2	98	-1	96	-8	-10	98	97	98	-1	0	96
COc1ccccc1CNC(=O)CCC(=O)Nc1nnc(C)s1	100	0	102	-4	-1	100	99	99	1	1	97
CCOC(=O)c1ccc(N2C(=O)CC(N3CCN(C(=O)c4ccco4)CC3)C2=O)cc1 (stereo not given)	94	-2	99	-2	2	98	98	97	2	2	98
Cc1ccc(-c2nnc(SCC(=O)N3CCCC3)o2)cc1	101	-9	103	-8	-13	96	102	103	-1	-6	100
O=C(/C=C/c1ccc(F)cc1)NCCCN1CCN(CCCNC(=O)/C=C/c2ccc(F)cc2)CC1	104	-7	112	-4	-5	108	104	105	0	0	104
CCCNC1=C(C)C(=O)CC1	97	-1	93	-1	0	96	96	94	-3	1	92
O=C(Nc1cc(S(=O)(=O)N2CCOCC2)ccc1N1CCOCC1)c1cc(=O)[nH]c2ccccc12	103	-3	98	-1	-1	94	99	97	-2	-2	95
Cc1ccc2c(ccc(=S)n2C)c1	97	3	92	-3	6	91	95	92	0	0	92
Cc1nc(SCC(=O)NCC(F)(F)F)c2c(-c3cccs3)csc2n1	97	-7	100	-11	-14	100	97	98	-6	-7	98
O=C(CN1C(=O)S/C(=C\c2ccccc2)C1=O)NNC(=O)c1ccccc1O	89	1	92	-1	3	96	93	93	-6	-8	94
CCN(CC)CCNc1nc2c(c(=O)n(C)c(=O)n2C)n1C/C=C(/C)Cl	96	-1	97	6	-1	99	98	98	-1	-1	97
COc1ccc(C(=O)Nc2sc3c(c2C(=O)O)CC(C)(C)OC3)cc1	95	-4	92	-2	-15	89	91	93	-1	-3	91
Cc1ccc(SCc2ccc(C(=O)Nc3cccc([N+](=O)[O-])c3)cc2)cc1	103	-3	103	3	-2	102	103	104	-2	0	100
CCC12CN3CC(CC)(CN(C1)C3c1ccc([N+](=O)[O-])o1)C2=O (stereo not given)	105	-5	95	-4	-9	94	97	96	0	-2	96
CCOc1ccc(NC(=O)C2Cc3ccccc3CN2S(=O)(=O)CC)cc1 (stereo not given)	97	-2	96	-1	-6	98	96	94	-4	-4	94
COc1ccc(C2=NN(C(=O)CSc3nnc(C)c(=O)n3N)C(c3ccco3)C2)cc1 (stereo not given)	97	6	95	3	9	95	96	95	-1	0	96
Cc1cccc2nc(CSc3ccc(Cl)cc3)cn12	98	-3	99	-7	-5	95	94	96	0	-4	94
Cc1cnn(C(=S)NCc2ccc(Cl)cc2)c1	97	-13	103	-7	-19	103	98	98	-5	-8	98
CCC(=O)Nc1cc(-c2nn(C)c(=O)c3ccccc23)ccc1N1CCOCC1	99	-1	103	0	2	100	98	99	0	-7	101
Cc1ccccc1C(=O)NC1CCN(Cc2nnnn2Cc2ccccc2)CC1	u	-7	u	-4	-7	u	u	u	2	2	u
O=C(NCC(c1cccnc1)N1CCN(c2ccc(F)cc2)CC1)C1CCCCC1 (stereo not given)	99	-3	106	-5	-6	105	100	101	1	0	100
Cc1ccc(-n2c(Cc3cccs3)nnc2SCC(N)=O)cc1	96	-9	100	-8	-9	101	95	96	0	1	99
O=C(Cn1c(=O)c2c(ncn2Cc2ccccc2)n(Cc2ccccc2)c1=O)N1CCCC1	93	-1	97	-2	-11	99	95	97	4	-2	98
CCC(CC)C(=O)c1c[nH]c(C(=O)OC)c1	92	2	96	0	4	92	93	93	0	0	92
CCCc1nc2c(=O)n(C)c(=O)nc-2n(C)n1	99	0	94	-3	-4	74*	89	89	-5	-6	84
CN1CCC(=NNC(=O)CN(c2cccc(Cl)c2)S(C)(=O)=O)CC1	108	-4	101	-3	-11	99	103	102	-4	-3	100
COc1ccc(C2C3=C(CC(C)(C)CC3=O)Oc3ncn(Cc4ccccc4)c(=N)c32)cc1 (stereo not given)	100	-1	104	-3	0	104	101	101	-2	-2	99
C/C(=N\N(C)C)C1=C(O)c2ccccc2C1=O	98	-3	103	-5	-2	103	98	102	-2	-6	104
Cc1ccc(F)c(NC(=O)C2CCCCC2C(=O)O)c1 (stereo not given)	99	0	100	-3	-1	99	98	99	-2	-1	97
CCO[C@H]1OC(C(=O)NCc2nc3ccccc3[nH]2)=C[C@@H](C2CCCCC2)[C@@H]1CCCO	102	0	98	0	-5	93	98	97	3	-1	99
Cc1c(NC(=S)NC(=O)C(C)(C)C)cccc1[N+](=O)[O-]	96	-12	103	-14	-12	105	100	98	-11	-15	98
O=C(CCS(=O)(=O)c1ccccc1)Nc1nc2c(s1)COc1ccccc1-2	93	-2	104	-6	0	98	97	96	0	-2	97
COc1ccc(C(=O)Nc2nnc(Cc3cccs3)s2)cc1OC	98	-3	103	-3	-3	102	98	100	-5	-4	98
O=C(NCc1ccccc1)C1=C[C@@H](c2ccc(Br)cc2)C[C@@H](OCc2ccc(CO)cc2)O1	103	-3	98	-4	-7	97	98	98	-4	-4	94
CCOc1ccc(NC(=S)NC(=O)/C=C/c2ccc(C)cc2)c([N+](=O)[O-])c1	101	0	106	-3	-1	104	103	102	5	1	100
CCOc1cccc(=O)c2c(C)n(-c3ccc(C(=O)O)cc3)c(C)c12	98	-1	93	-3	-6	90	95	94	-1	-4	92
Cc1ccc(N2CCN(C(=O)N3CCOCC3)CC2)cc1C	97	-4	106	1	0	101	101	99	0	0	99
Cc1cc(C(=O)NCC2CCCO2)n(-c2ccccc2)n1 (stereo not given)	97	-7	104	-8	-10	102	99	102	0	-1	100
COc1cc(C=O)ccc1OCCOc1ccccc1[N+](=O)[O-]	103	-4	108	-7	-13	104	103	103	-3	-3	102
Cc1ccc(N2C(=O)Nc3cc(Cl)c(Cl)cc3N2O)cc1Cl	90	-5	92	3	-6	85	85	87	-1	-5	83
Cc1ccc(Nc2ccc(NCc3ccccc3)nn2)cc1C	97	4	103	-4	0	99	99	99	0	-3	100
CC1CCc2c(C(=O)N3CCN(S(=O)(=O)c4cccs4)CC3)csc2C1 (stereo not given)	91	-5	90	2	-3	90	88	91	0	-2	89
CCCC(=O)NC(Nc1ccc(S(=O)(=O)Nc2cc(C)on2)cc1)(C(=O)OCC)C(F)(F)F (stereo not given)	99	-9	101	-7	-9	100	100	101	-2	-3	98
O=C(c1ccco1)N1CCN(Cc2nc(-c3cccs3)no2)CC1	99	1	100	-5	-4	101	97	98	-1	0	96
O=C(NCc1cn(-c2ccccc2)nc1-c1ccccc1)c1ccc([N+](=O)[O-])cc1	101	-11	104	-12	-19	102	103	103	-6	-10	101
CC(C)(C)c1ccc(C(=O)CSc2n[nH]c(=O)[nH]c2=O)cc1	97	-4	106	-4	-7	100	96	99	3	-11	98
O=C(Nc1cccc(Br)c1)c1ccccc1-c1ccccc1	98	-5	103	-5	-4	98	97	98	0	-6	100
O=C(NC1CCCCC1)N1CCCCCCC1	97	-3	110	-2	-13	108	101	103	4	-4	101
CCOC(=O)Cn1c(=O)n(CC(=O)OCC)c2ccccc21	95	-4	95	-4	-8	94	95	94	-1	-3	95
S=c1[nH]nc(-c2cc(-c3ccco3)[nH]n2)n1-c1ccccc1Cl	104	-4	102	-32	-4	100	103	99	0	-2	97
CC(OC(=O)CN(C)S(=O)(=O)c1ccc(Cl)cc1)C(=O)Nc1ccc(N2CCOCC2)cc1 (stereo not given)	99	-17	106	-5	-17	103	102	102	1	-6	100
Cc1ccc(S(=O)(=O)N2CCC(=O)N(CCOC(=O)Nc3ccccc3C)CC2)cc1	94	-2	105	-5	-3	106	100	103	-2	-3	100
O=c1c2ccccc2nc2n1C(CSCc1ccc(Cl)cc1)CS2 (stereo not given)	96	-5	92	-8	-2	94	96	95	-6	-4	92
CCOc1cc(C(=O)OCC(=O)c2cc(C)n(CC3CCCO3)c2C)ccc1OCC(=O)N1CCOCC1 (stereo not given)	105	-1	105	0	-5	102	103	104	-2	-2	104
CCC(CC)C(=O)Nc1ccccc1NC(C)=O	98	-10	102	-10	-12	100	99	100	0	-6	101
c1csc(CNc2nc(-c3cccs3)nc3ccccc23)c1	105	0	102	-2	-3	98	99	100	-1	2	96
Cc1cc(C)n(CC(O)COc2c(C)cccc2C)n1 (stereo not given)	103	4	103	-2	-1	101	104	102	2	-2	96
